NCOA3 inh = human NCOA3 inhibition; HEK293 GAL4-SRC3 luciferase reporter, luminescence; Q9Y6Q9; 360,000 compounds, 0.17% hits; inhibition, % at 3.6 µM;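 active = inhibition above a per-campaign cutoff, the mean of all compounds plus 3 SD, cut at about 60% in these data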;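 also: 0% = DMSO-treated cells and 100% = gossypol-treated cells at 36 µM; higher means less SRC3-driven luciferase light from the GAL4 reporter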
Target sequence (Q9Y6Q9 whole entry, looked up, the tested form may be a part): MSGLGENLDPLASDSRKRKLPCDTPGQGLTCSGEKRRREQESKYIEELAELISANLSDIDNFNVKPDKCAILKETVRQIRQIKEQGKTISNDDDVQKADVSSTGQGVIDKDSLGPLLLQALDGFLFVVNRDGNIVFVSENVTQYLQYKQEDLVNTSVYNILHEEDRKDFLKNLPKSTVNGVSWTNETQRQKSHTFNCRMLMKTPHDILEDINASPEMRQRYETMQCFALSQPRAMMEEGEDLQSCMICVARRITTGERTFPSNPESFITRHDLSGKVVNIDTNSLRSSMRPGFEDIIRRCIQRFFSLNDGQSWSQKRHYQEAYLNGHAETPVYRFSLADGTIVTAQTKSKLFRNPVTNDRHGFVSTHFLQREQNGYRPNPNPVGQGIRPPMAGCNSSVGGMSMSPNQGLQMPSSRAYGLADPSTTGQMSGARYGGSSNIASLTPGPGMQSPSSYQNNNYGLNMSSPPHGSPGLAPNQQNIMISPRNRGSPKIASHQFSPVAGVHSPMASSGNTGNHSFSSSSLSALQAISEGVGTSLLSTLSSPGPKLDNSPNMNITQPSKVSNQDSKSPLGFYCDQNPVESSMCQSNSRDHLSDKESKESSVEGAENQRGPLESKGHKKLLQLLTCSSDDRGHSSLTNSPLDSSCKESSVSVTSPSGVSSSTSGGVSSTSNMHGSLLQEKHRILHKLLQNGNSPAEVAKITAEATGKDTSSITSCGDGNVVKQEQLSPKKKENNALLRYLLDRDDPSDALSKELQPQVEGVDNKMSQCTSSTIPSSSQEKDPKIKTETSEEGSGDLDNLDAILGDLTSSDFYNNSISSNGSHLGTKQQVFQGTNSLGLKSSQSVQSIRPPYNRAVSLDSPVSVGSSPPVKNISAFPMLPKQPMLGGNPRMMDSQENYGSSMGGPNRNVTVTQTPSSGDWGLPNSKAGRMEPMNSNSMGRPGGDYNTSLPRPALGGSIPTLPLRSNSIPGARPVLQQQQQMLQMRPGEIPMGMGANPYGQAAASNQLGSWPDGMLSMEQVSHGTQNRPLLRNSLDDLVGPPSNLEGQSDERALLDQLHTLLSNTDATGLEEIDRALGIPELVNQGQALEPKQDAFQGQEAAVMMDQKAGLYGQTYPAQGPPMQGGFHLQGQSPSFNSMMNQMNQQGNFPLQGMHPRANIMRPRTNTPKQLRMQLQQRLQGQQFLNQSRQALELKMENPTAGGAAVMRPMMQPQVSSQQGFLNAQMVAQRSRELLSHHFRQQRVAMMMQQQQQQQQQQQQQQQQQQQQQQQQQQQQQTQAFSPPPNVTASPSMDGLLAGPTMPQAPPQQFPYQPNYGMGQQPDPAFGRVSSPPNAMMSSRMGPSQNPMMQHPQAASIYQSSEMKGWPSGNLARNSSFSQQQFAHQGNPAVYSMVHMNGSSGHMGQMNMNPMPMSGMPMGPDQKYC
SRC1 inh = inhibits human SRC1 coactivator; HEK293 GAL4-SRC1 luciferase reporter, luminescence; Q15788; inhibition, % at 3.6 µM; 360,000 compounds, 0.12% hits;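 active = inhibition above the campaign mean plus 3 SD, with each screening campaign given its own cutoff, cut at about 60% in these data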;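 also: 0% = DMSO treated cells and 100% = gossypol at 36 µM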
TROY signal inh = blocks TROY-dependent signaling in reporter cells | Q293 LMP1-TROYcd NF-kB luciferase reporter, 4 h | inhibition, % at 10 µM | 360,000 compounds, 0.98% hits | AID 1347056;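 active = compounds whose plate-normalised and pattern-corrected inhibition of the luciferase reporter signal at the single screening dose is 50% or more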
TLR9-MyD88 inh = TLR9-MyD88 interaction inhibition | Q9NR96+Q99836 | CHO BLA complementation TLR9-MyD88, CCF4 FRET ratio | inhibition, % at 4.98 µM | 340,000 compounds, 0.21% hits;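 active = inhibition above the mean over all tested compounds plus 3 SD, cut at about 21% in these data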;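 also: 0% = DMSO only wells and 100% = clavulanate BLA inhibitor control wells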
NCOA2 inhibitor = inhibits human steroid receptor coactivator 2. 370,000 compounds, 0.17% hits. inhibition, % at 9 µM. Q15596. HEK293 GAL4-SRC2 luciferase reporter, luminescence;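 active = inhibition above the mean inhibition of all tested compounds plus 3 SD, set per campaign, cut at about 52% in these data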;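 also: 0% = DMSO treated cells and 100% = cells given Gossypol at 36 µM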
NR2F2 inh = NR2F2 (human) inhibition, primary screen; P24468; HEK293T NGFI-A luciferase reporter, luminescence; inhibition, % at 8.6 µM; 370,000 compounds, 0.7% hits; AID 686940;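 active = inhibition above a per-plate cutoff, mean inhibition of test wells between control levels plus 3 SD, cut at about 38% in these data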;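 also: cells cotransfected with COUP-TFII expression vector driving the NGFI-A reporter; 0% = median of COUP-TF2 test wells and 100% = reporter-only cells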
NR5A2 inv ag = suppresses constitutive activity of human LRH-1; AID 602396; 360,000 compounds, 0.13% hits; HEK293T StAR-luciferase reporter, LRH-1 transfected, 24 h; inhibition, % at 3.6 µM;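 active = inhibition above the mean inhibition of all tested compounds plus 3 SD, cut at about 73% in these data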;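 also: 0% = DMSO wells and 100% = reporter-only cells lacking LRH-1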
Exocytosis inh = lytic granule exocytosis inhibition; TALL-104 LAMP-1 surface exposure, flow cytometry; cells stimulated with thapsigargin and PMA; inhibition, % at 10 µM; 360,000 compounds, 0.66% hits; AID 651702;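 active = inhibition above about 55%, limit read from the data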
ABHD5 PLIN5 PPI = blocks binding of human ABHD5 to perilipin-5; inhibition, % at 4 µM; Split G. princeps luciferase complementation, luminescence, 4 h; AID 602281; 360,000 compounds, 0.78% hits;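 active = inhibition above the mean inhibition across every tested compound plus 3 SD, cut at about 22% in these data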;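 also: 0% = DMSO only wells and the 100% control is not disclosed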
NOD2-RIPK2 inh = NOD2-RIPK2 protein interaction inhibition; O43353; CHO BLA complementation NOD2-RIPK2, CCF4 ratio; inhibition, % at 4.98 µM; 360,000 compounds, 0.38% hits; AID 624267; in the data active = inhibition above about 21%;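 also: 0% = vehicle only and 100% = reference blocker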
TWEAK-Fn14 inh = inhibitors of TWEAK-Fn14 interaction signaling | AID 1159606 | 360,000 compounds, 2% hits | inhibition, % at 10 µM | TWEAK-stimulated Fn14 reporter cells, luciferase luminescence, 8 h; in the data active = inhibition above about 50%
Starred values were filed as active, the others as inactive; x = no result given.

Start of the data: the first 12 compounds (preview)
SMILES	NCOA3 inh	SRC1 inh	TROY signal inh	TLR9-MyD88 inh	NCOA2 inhibitor	NR2F2 inh	NR5A2 inv ag	Exocytosis inh	ABHD5 PLIN5 PPI	NOD2-RIPK2 inh	TWEAK-Fn14 inh
O=C(COc1ccc2ccc(=O)oc2c1)NC1CCN(Cc2ccccc2)CC1	-11	6	4	1	7	-4	0	4	-8	13	2
COc1ccc(Nc2nc3cc(-c4ccsc4)sc3c(=O)n2C)cc1OC	-41	-3	-21	x	-72	-24	-2	-6	-5	-10	-19
Cc1cccc(N2C(=O)c3cccc4c(N)ccc(c34)C2=O)c1	-21	-41	-3	32*	-44	3	-3	-4	5	35*	-17
Cc1sc2nc(SCC(=O)NCc3cccs3)[nH]c(=O)c2c1C	6	-5	-6	-7	-1	4	-2	0	-2	5	-25
CC[C@@H](C)[C@H](CNC)NC[C@@H](Cc1cccc2ccccc12)NCCc1cccc(C(F)(F)F)c1	-9	4	-9	-7	1	-3	-10	-3	6	19	-56
CCn1c(=O)c2c(nc3n2CCCN3Cc2ccccc2)n(C)c1=O	-10	-27	-8	0	22	8	-11	4	-11	-5	29
Nc1cc(N)nc(SCc2cc([N+](=O)[O-])cc3c2OCOC3)n1	8	8	16	-11	10	24	-9	-2	2	-6	-9
COc1ccc(CNCCSc2nnnn2C)c(OC)c1OC	4	-4	7	-3	-1	9	17	-1	-5	2	-13
CCOC(=O)C1CCN(C(=O)C2(NC(=O)Nc3ccccc3Cl)CCCCC2)CC1	23	-24	3	2	9	13	10	-2	-1	-8	-4
CCOC(=O)C1CCCN(C(=O)C2CCN(c3nnc(-n4cccc4)s3)CC2)C1 (stereo not given)	-15	-3	19	-7	2	5	-20	-2	6	-7	-4
Cc1n[nH]c(C)c1S(=O)(=O)N1CCCC(C(=O)NCc2cccs2)C1 (stereo not given)	1	-2	-10	5	-22	3	9	0	5	-14	-1
Cc1ccc(S(=O)(=O)N(CC(=O)N2CCCCCC2)c2ccccc2)cc1	-26	-16	-33	4	5	0	9	-2	4	-18	2

The list itself, repeating the preview:
SMILES	NCOA3 inh	SRC1 inh	TROY signal inh	TLR9-MyD88 inh	NCOA2 inhibitor	NR2F2 inh	NR5A2 inv ag	Exocytosis inh	ABHD5 PLIN5 PPI	NOD2-RIPK2 inh	TWEAK-Fn14 inh
O=C(COc1ccc2ccc(=O)oc2c1)NC1CCN(Cc2ccccc2)CC1	-11	6	4	1	7	-4	0	4	-8	13	2
COc1ccc(Nc2nc3cc(-c4ccsc4)sc3c(=O)n2C)cc1OC	-41	-3	-21	x	-72	-24	-2	-6	-5	-10	-19
Cc1cccc(N2C(=O)c3cccc4c(N)ccc(c34)C2=O)c1	-21	-41	-3	32*	-44	3	-3	-4	5	35*	-17
Cc1sc2nc(SCC(=O)NCc3cccs3)[nH]c(=O)c2c1C	6	-5	-6	-7	-1	4	-2	0	-2	5	-25
CC[C@@H](C)[C@H](CNC)NC[C@@H](Cc1cccc2ccccc12)NCCc1cccc(C(F)(F)F)c1	-9	4	-9	-7	1	-3	-10	-3	6	19	-56
CCn1c(=O)c2c(nc3n2CCCN3Cc2ccccc2)n(C)c1=O	-10	-27	-8	0	22	8	-11	4	-11	-5	29
Nc1cc(N)nc(SCc2cc([N+](=O)[O-])cc3c2OCOC3)n1	8	8	16	-11	10	24	-9	-2	2	-6	-9
COc1ccc(CNCCSc2nnnn2C)c(OC)c1OC	4	-4	7	-3	-1	9	17	-1	-5	2	-13
CCOC(=O)C1CCN(C(=O)C2(NC(=O)Nc3ccccc3Cl)CCCCC2)CC1	23	-24	3	2	9	13	10	-2	-1	-8	-4
CCOC(=O)C1CCCN(C(=O)C2CCN(c3nnc(-n4cccc4)s3)CC2)C1 (stereo not given)	-15	-3	19	-7	2	5	-20	-2	6	-7	-4
Cc1n[nH]c(C)c1S(=O)(=O)N1CCCC(C(=O)NCc2cccs2)C1 (stereo not given)	1	-2	-10	5	-22	3	9	0	5	-14	-1
Cc1ccc(S(=O)(=O)N(CC(=O)N2CCCCCC2)c2ccccc2)cc1	-26	-16	-33	4	5	0	9	-2	4	-18	2
O=C(O)CC(NNC(=O)c1ccccc1)C(=O)Nc1ccc([N+](=O)[O-])cc1 (stereo not given)	-42	-27	-30	7	-15	-7	-52	1	-9	-12	-11
Cc1nnc2ccc(N3CCC4(CC3)OCCO4)nn12	12	-12	9	-4	-5	5	-15	-1	6	0	-14
Clc1ccc(-c2nc3cnccn3c2Nc2ccc3c(c2)OCO3)cc1	8	12	-20	-2	-15	17	2	8	-3	12	-16
Cc1nn(C)c(C(=O)NNC(=O)NC2CCCCC2)c1Cl	-4	11	5	-13	11	-13	-23	6	-3	-6	8
CC(C)[C@@H](C(=O)O)N(Cc1cccc(CN([C@H](C(=O)O)C(C)C)S(C)(=O)=O)c1)S(C)(=O)=O	-6	1	-4	3	15	11	-2	-16	-5	-6	14
O=S(=O)(NCC(c1cccnc1)N1CCN(Cc2ccccc2)CC1)c1ccc(F)cc1 (stereo not given)	14	4	-2	-11	-15	0	9	30	9	-6	6
Cc1nn(Cc2ccccc2)c(C)c1NC(=O)CSc1nnc(-c2cc(Cl)ccc2O)n1C	-1	1	7	-1	7	10	-7	8	-2	5	10
CC(=O)NC(=S)Nc1ccc(NC(=O)c2cccs2)cc1	-68	-39	-70	5	-38	-6	-56	-3	0	-7	-2
CC(C)c1nc(SCC(=O)N2CCc3ccccc32)n[nH]1	-18	-24	-28	6	-81	-17	-20	-2	1	2	1
Cc1ccc(CNc2oc(-c3ccco3)nc2S(=O)(=O)c2ccccc2)cc1	2	0	1	0	10	6	-26	9	-3	3	-13
O=C1c2ccccc2NC(c2c(Cl)cccc2Cl)N1Cc1ccccc1 (stereo not given)	-4	4	2	1	-9	11	8	1	3	-20	-1
CC(C)c1ccc(N(CC(=O)NCC2CCCO2)C(=O)CCC(=O)Nc2nccs2)cc1 (stereo not given)	9	-27	6	-8	12	-18	-19	2	2	-10	-10
CCCc1nnn(S(=O)(=O)c2ccc([N+](=O)[O-])cc2)c1CCC	-1	-18	2	-9	4	0	-8	-9	-14	5	4
COc1ccc2c(c1)cc(C(=O)N[C@@H](Cc1ccccc1)C(=O)O)n2C	-18	-3	-21	-5	21	9	6	4	-3	1	13
COc1ccccc1C1=NOC(Cn2c(NCCCO)nc3c2c(=O)n(C)c(=O)n3C)C1 (stereo not given)	20	-13	10	1	2	12	2	33	-4	-1	-2
COc1ccc(-n2nc3c(c2NC(=O)C2CC(=O)N(c4ccccc4)C2)CS(=O)(=O)C3)cc1 (stereo not given)	18	-18	14	0	-3	9	8	-2	2	6	7
Cc1ccc(S(=O)(=O)N2CCOCC2)cc1NC(=O)CNCC1CCCCC1	0	5	9	-6	6	-5	1	-3	3	4	14
COc1ccc(C2(C(N)=O)CCCCC2)cc1OC	12	-1	-7	4	6	-18	15	-2	4	-11	4
COc1cccc(/C=C/C(=C2/C(=O)N(c3ccccc3)N=C2C)c2ccc(C)cc2)c1OC	-1	3	2	-13	-6	14	10	0	1	4	-7
COc1ccc(NC(=O)/C(C#N)=C/c2ncc([N+](=O)[O-])n2C)c(OC)c1	9	-1	-20	-1	-1	-2	9	97*	1	-11	7
CC1Cc2ccccc2N1S(=O)(=O)c1cnc(Cl)c(Cl)c1 (stereo not given)	17	-25	6	2	0	-6	15	-2	-6	-1	43
O=C(CCN1CCOCC1)Nc1cc(C(=O)Nc2ccccc2F)ccc1N1CC2CC(C1)c1cccc(=O)n1C2 (stereo not given)	7	9	3	-9	3	11	-7	8	-11	2	-4
Cc1ccc(S(=O)(=O)Nc2ccc(-n3c(C)nc4ccccc4c3=O)cc2)cc1	3	-7	-16	3	1	3	15	0	-13	-2	9
Cc1ccc(-c2noc(CSc3nnc(Cc4ccccc4)n3-c3cccc(C)c3)n2)cc1	-2	5	19	-2	1	9	6	14	6	-5	8
O=C1C(=O)N(Cc2cccnc2)C(c2ccccn2)/C1=C(/O)c1ccccc1 (stereo not given)	-10	-10	-73	-9	8	-8	-24	-1	2	2	6
CC(C)CC(=O)N1CCN(Cc2ccc(C(F)(F)F)cc2)CC1	-18	5	-10	-8	23	16	-12	-2	4	-12	11
COc1ccc(-c2nnc(SCCC(=O)O)n2-c2ccccc2)cc1OC	-10	-11	11	6	24	9	8	0	1	0	5
O=C1NCN(C2CCCCC2)CN1	-7	-13	-3	-4	10	16	1	-7	1	-5	7
COc1ccc(C(=O)NC(C(=O)N2CCN(c3ccccc3O)CC2)C(C)C)cc1 (stereo not given)	11	0	10	-16	4	9	-3	-4	-11	2	24
O=C(CSc1ccc2ccccc2c1)NCCCN1CCCC1=O	7	0	13	-2	-24	-8	-2	0	2	-6	13
O=C(Nc1cccc2c1CCCC2)c1ccccc1F	-2	1	-24	0	-1	-24	-15	-16	-3	5	-5
Cc1c(C(=O)C(=O)N2CCN(C)CC2)c2ccccc2n1C	-1	1	4	11	-16	4	-1	-4	-1	-7	-11
COc1ccc(C(=O)OCN2C(=O)c3ccccc3C2=O)cc1	7	-7	11	4	-25	-11	4	10	4	-8	-12
O=C(CSc1nnc(C2CC2)n1Cc1ccccc1)Nc1cccnc1Cl	10	-15	-16	-10	4	15	13	2	-6	-2	-1
COc1ccc(C2c3[nH]c4ccccc4c3C[C@H]3C(=O)N(C4CCN(Cc5ccccc5)CC4)CC(=O)N23)c(OC)c1 (stereo not given in full)	10	-4	2	-7	9	0	-6	1	8	-2	-3
CC1=CC2=NC(=O)/C(=C\c3cc(C)n(-c4cccc(Cl)c4)c3C)C(=N)N2O1	2	17	-17	2	15	-12	19	12	6	-5	12
O=C(Nc1cccnc1)c1ccc(Cl)cc1[N+](=O)[O-]	9	4	-20	7	15	16	8	1	3	0	-10
COc1ccc(S(=O)(=O)Nc2ccccc2OC)cc1NC(=O)c1cc2ccccc2oc1=O	-59	-103	-51	-5	-39	-56	-123	-4	1	4	13
C=CCn1c2c(c3ccccc31)CCC2	11	-2	-7	x	13	-1	-14	3	0	10	7
CCc1ccccc1NC(=O)N1CCCC(CCC(=O)N(C)CCc2ccccn2)C1 (stereo not given)	2	-6	-7	-3	6	10	10	-5	3	-18	14

Screening data (PubChem BioAssay)

These rows are one share of the data; count on the stated rates, not on these rows.
